hERG WT inh: KCNH2 (human, wildtype) channel inhibition; Q12809; U2OS, BacMam KCNH2, thallium flux FluxOr; active compounds read low; activity change, % at 1.84 µM; hit rate 0.37% among 340,000; AID 720551;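 active = maximum activity change below -70%; inconclusive = maximum activity change between -70% and -50%; inactive = maximum activity change above -50%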; note: % is set by controls: 0 for no effect and ±100 for the full control effect
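U2OS cells transduced with wild-type KCNH2 virus are loaded with FluxOr dye for 45 min, and thallium flux is measured in kinetic reads before and after stimulation buffer. Rate constants are normalized to DMSO controls.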
TRPV1 agonist: activates the human vanilloid receptor TRPV1. Q8NER1. TRPV1-expressing cells, Fluo-8 calcium influx, agonist mode. activation, % at 8.33 µM. hit rate 0.19% among 320,000; in the data active = activation above about 80%; inconclusive = between about 30% and that limit; note: 0% is about no effect
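TRPV1-expressing cells were cultured overnight at 35.5C and loaded with Fluo-8 calcium dye for 40 to 90 min at room temperature. After a 10 s baseline, compound was added and calcium influx was read kinetically for 3 min (ex 480/em 520 nm).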
MLL CXXC-DNA inh: inhibitors of human MLL CXXC domain-DNA interaction; hit rate 0.037% among 290,000; Q03164; Potency, µM (series often up to 115 µM), without a hit: at the highest dose activity change, negative = inhibition, actives largely listed as inhibitors; MLL-CXXC / FITC-HOXA9 DNA fluorescence polarization; active = well fitted inhibition curve with a large enough effect in the polarisation, with a control signal flat, not every such curve was filed as active; inconclusive = small, poorly fitted or top-dose-only effect, or effect the other way, or a change in a side signal; inactive = no such curve, though single readings can be large or run the other way; the % refers to the polarisation; note: potency is the fitted concentration of half-maximal effect
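Purified MLL-CXXC (added from a 7 uM solution) was preincubated 5 min at ambient with pinned compounds in 50 mM Tris-HCl pH 7.5, 50 mM NaCl, 1 mM DTT, 0.05% BSA. Fluorescein-labeled HOX-A9 DNA (50 nM solution) followed, 30 min, then polarization read.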
Integrin act MD: activators of alpha7 integrin expression for muscular dystrophy; alpha7betagal myoblasts, beta-gal FDG fluorescence, 48 h; Potency, µM (doses to about 38.3 µM), for the others: top-dose activation, hits mostly activators; hit rate 0.064% among 350,000; AID 624291;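 note: potency is the fitted concentration of half-maximal effect; 100% = response of the positive control SU9516; nearly all actives have a fitted effect of over 60% in size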
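Alpha7betagal+/- myoblasts (passage 13) were plated 16-24 hr, then exposed to compounds (1:260 dilution of DMSO stock) for 48 hours at 37C. After MPER lysis, β-galactosidase reporter activity was read as FDG fluorescence (ex 480/em 540) after 30 minutes.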
ASM inhibitor: human S-ASM enzyme inhibition; Potency, µM (doses to about 57.5 µM), inactives show at the top dose activity change, negative = inhibition, actives largely listed as inhibitors; hit rate 0.006% among 340,000; placental ASM, HMU-PC fluorogenic substrate, 60 min; P17405; note: potency is the fitted concentration of half-maximal effect
Target sequence (P17405 47-631 limits assumed): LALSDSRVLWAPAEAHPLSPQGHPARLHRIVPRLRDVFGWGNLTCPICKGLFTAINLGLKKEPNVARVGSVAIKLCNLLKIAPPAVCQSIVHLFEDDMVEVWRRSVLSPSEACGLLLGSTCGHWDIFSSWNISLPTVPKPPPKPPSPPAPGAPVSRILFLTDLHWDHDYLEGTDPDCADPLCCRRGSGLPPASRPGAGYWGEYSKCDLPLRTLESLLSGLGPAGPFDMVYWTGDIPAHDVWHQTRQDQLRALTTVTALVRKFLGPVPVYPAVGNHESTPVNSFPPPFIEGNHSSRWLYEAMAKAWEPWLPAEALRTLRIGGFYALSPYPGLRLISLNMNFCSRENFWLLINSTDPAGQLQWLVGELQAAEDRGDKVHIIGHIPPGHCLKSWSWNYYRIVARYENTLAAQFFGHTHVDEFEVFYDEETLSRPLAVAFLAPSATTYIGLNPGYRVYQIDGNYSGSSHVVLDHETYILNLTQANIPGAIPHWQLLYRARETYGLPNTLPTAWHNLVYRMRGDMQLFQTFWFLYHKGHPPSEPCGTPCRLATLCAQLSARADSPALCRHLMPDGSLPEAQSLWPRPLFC
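Fluorogenic HMU-PC substrate (9 uM final) is turned over by placental ASM in 60 min at 37 C after a 10 min compound preincubation. Reaction ended by alkaline stop (pH 10), with fluorescence read at 386/447 nm.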
KCNH2 3.1 inh: blocks the human KCNH2 3.1 channel isoform; AID 720553; hit rate 0.95% among 340,000; activity change, % (tested at about 1.8 µM); U2OS KCNH2 3.1, thallium flux FluxOr; active compounds read low;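 active = maximum activity change below -70%; inconclusive = maximum activity change from -70% to -50%; inactive = maximum activity change above -50%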;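 note: thallium influx rate constant from kinetic fluorescence after stimulation buffer; % is set by controls: 0 for no effect and ±100 for the full control effect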
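Thallium flux read-out: FluxOr dye with Red40 quencher in HBSS/HEPES, 45 min at RT. Rate constants from kinetic reads were normalized to positive and negative DMSO controls. Cells: U2OS virally expressing the 3.1 isoform.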
MBNL1-CUG inh: blocks human MBNL1 binding to CUG repeat RNA. Q9NR56. Potency, µM (titrated, usually from 57.5 µM), for inactives: at the top dose activity change, negative = inhibition, hits mostly inhibitors. hit rate 0.036% among 280,000. AID 2675. TR-FRET MBNL1-His/biotin-(CUG)12 binding, 665/545 ratio; active = well fitted inhibition curve with a large enough effect in the signal ratio, with a control signal flat, not every such curve was filed as active; inconclusive = small, poorly fitted or top-dose-only effect, or effect the other way, or a change in a side signal; inactive = no such curve, though single readings can be large or run the other way; the % refers to the signal ratio; note: potency is the fitted concentration of half-maximal effect; % is set by controls: 0 for no effect and ±100 for the full control effect
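His-tagged MBNL1 binding to biotinylated (CUG)12 RNA was measured by TR-FRET using terbium anti-His antibody (0.055 ng/ul final) and streptavidin-XL665 (5 nM final). Compounds were titrated 92 nM to 58 uM; 60 min at room temperature.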
FBPA coupling cs: coupling enzyme interference in Giardia aldolase counter-screen; coupling enzyme system counterscreen, AmpLite Red fluorescence; activity change, negative = inhibition, % at 58.2 µM, hits read low; hit rate 0.67% among 290,000; in the data active = activity change below about -30%; note: % is set by controls: 0 for no effect and ±100 for the full control effect
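First, compound is pin-transferred into glyceraldehyde-3-phosphate coupling-enzyme reagent at 57.5 uM final and held 10 min at RT. Next, substrate, coupling system and AmpLite Red are added. After 20 min RT, fluorescence (525/598 nm) is read.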
AT treatment: potential ataxia-telangiectasia treatments restoring KAP-1 phosphorylation; AID 485349; hit rate 0.19% among 320,000; […] A-T fibroblasts, KAP-1 phosphorylation AlphaLISA; neocarzinostatin DNA damage 30 min before lysis; Potency, µM (doses to about 57.5 µM), for the others: at the top dose activation, usual class: activators; note: potency is the fitted concentration of half-maximal effect; % of control where 0% means no effect; nearly all actives have a fitted effect of over 45% in size
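hTERT-immortalized A-T patient fibroblasts ([…]), 500 cells/well in OPTI-MEM, 1% FBS, got compounds for 60 min, then NCS for 30 min at 37C. Lysates were then assayed for phospho-KAP-1 by AlphaLISA (anti-pKAP1 donor, anti-KAP1 acceptor beads), 6 hr at 25C.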
GALK inh: blocks human galactokinase activity; P51570; Purified GALK, Kinase-Glo residual ATP luminescence; AID 1868; hit rate 0.007% among 270,000; Potency, µM (titrated, usually from 57.5 µM), for inactives: top-dose activity change, negative = inhibition, hits mostly inhibitors; note: potency is the fitted concentration of half-maximal effect; % is set by controls: 0 for no effect and ±100 for the full control effect
Target sequence (P51570 whole entry, looked up): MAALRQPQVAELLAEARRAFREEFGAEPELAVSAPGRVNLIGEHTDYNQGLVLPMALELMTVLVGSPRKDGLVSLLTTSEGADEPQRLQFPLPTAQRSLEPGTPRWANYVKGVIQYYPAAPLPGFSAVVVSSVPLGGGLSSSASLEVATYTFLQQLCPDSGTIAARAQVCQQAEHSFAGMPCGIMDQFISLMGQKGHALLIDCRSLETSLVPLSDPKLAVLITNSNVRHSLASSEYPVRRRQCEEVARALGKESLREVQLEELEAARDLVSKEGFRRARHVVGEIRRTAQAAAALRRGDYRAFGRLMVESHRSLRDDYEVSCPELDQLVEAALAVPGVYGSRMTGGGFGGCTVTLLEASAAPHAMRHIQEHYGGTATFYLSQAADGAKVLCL
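The enzyme phosphorylates galactose (100 uM) using ATP (35 uM); inhibition is detected as higher residual ATP, quantified by bioluminescence after 1 h reaction at room temperature, pH 8.0.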
* = called active by the depositor; ? = inconclusive; . = not tested or not shown; [ ] = another dose, or the depositor's remark. Unless noted, calls come from the whole dose curve; as a rule, active = well fitted curve in the direction sought with a large enough effect; inconclusive = small, poorly fitted or top-dose-only effect, or another doubt; inactive = no such curve, though single readings can be large; an effect the other way counts as inactive or inconclusive.

Structure	hERG WT inh	TRPV1 agonist	MLL CXXC-DNA inh	Integrin act MD	ASM inhibitor	KCNH2 3.1 inh	MBNL1-CUG inh	FBPA coupling cs	AT treatment	GALK inh
Cc1cc(C)n(CC(=O)NCc2cc(-c3nn(C)c(=O)c4ccccc34)ccc2C)n1	10	1	-7%	-17%	3%	-1	8%	-3	-1%	1%
COc1ccc2c(c1)CCc1c(C(=O)Nc3c(C)n(C)n(-c4ccccc4)c3=O)noc1-2	5	1	-9%	10%	-3%	-1	2%	0	-4%	-1%
Cn1c(SCC(=O)c2c(N)n(C)c(=O)n(C)c2=O)nnc1-c1ccccc1	13	-2	?	-18%	4%	12	.	0	5%	2%
Cc1ccc(S(=O)(=O)CCN2CCN(c3ccccc3)CC2)cc1	2	0	-3%	-19%	2%	-14	-6%	-1	-4%	-4%
O=C(Oc1ccc(/C=N/NC(=O)c2ccccc2F)cc1)c1ccccc1	10	-4	?	5%	0%	-3	-7%	-4	1%	5%
CCOC(=O)N1CCN(Cc2c(NC(=O)c3ccco3)sc(C)c2C)CC1	-2	27	-3%	-16%	-2%	6	-4%	1	1%	0%
O=C(COC(=O)Cn1cnc2ccccc2c1=O)Nc1ccc(Cl)cc1	14	9	4%	43%	-2%	-1	-10%	3	-2%	-4%
COc1ccccc1C(=O)NCCSCc1c(F)cccc1Cl	1	?	4%	6%	-3%	-10	3%	-2	-2%	-2%
CCOC(=O)C1=C(CC)OC(N)=C(C#N)C1c1cccs1 (configuration not stated)	-2	10	2%	-4%	1%	1	10%	-4	2%	-3%
N#Cc1c(N)nc(Sc2ccc(Cl)cc2)c(C#N)c1-c1ccccc1Cl	-2	-1	-6%	-47%[inhibitor]	0%	-12	.	-8	7%	2%
CCOC(=O)C1C(=O)CC(C)(O)C(C(=O)OCC)C1c1ccc(F)cc1 (configuration not stated)	-3	5	2%	-7%	6%	-5	0%	2	5%	0%
CCOC(=O)c1cn(Cc2ccc(C)cc2)c2cc(F)ccc2c1=O	.	-1	4%	-60%[inhibitor]	0%	-1	-3%	0	-9%	8%
Cc1nc2sccc2c(=O)n1-c1cccc(Cl)c1	-9	-4	11%	-8%	-1%	23	-2%	3	-3%	-1%
N#Cc1c(C#N)c(-c2ccccc2)n(-c2ccc(C(=O)O)cc2)c1N	-1	-1	1%	0%	-1%	0	3%	12	1%	-2%
CCn1ccnc1C(O)c1cccc(OC)c1 (configuration not stated)	-4	-1	-4%	?	3%	-5	2%	-1	10%	1%
COc1cccc(-n2cn[nH]c2=S)c1	-7	-4	-3%	13%	2%	9	-6%	3	1%	-1%
CC1CCCCN1C(=O)Cn1c(=O)oc2ccccc21 (configuration not stated)	-1	3	7%	24%	4%	4	0%	-1	-3%	0%
Cc1cc(NC(=O)Nc2ccc(Cl)cc2)n(C(C)(C)C)n1	8	3	16%	32%	1%	8	-3%	0	9%	-3%
Cc1ccc(C2CC(=O)C(C=NCCN3CCN(C(=S)Nc4ccccc4)CC3)=C(O)C2)cc1 (configuration not stated)	2	-5	1%	12%	-3%	-6	-8%	4	-1%	2%
COc1ccc(CCNC(=O)C2CC(=O)N(c3ccc(C)cc3)C2)cc1OC (configuration not stated)	2	1	4%	?	0%	-14	-4%	-5	-7%	-2%
COc1ccc2oc(=O)c(C(=O)NCCc3ccc(OC)c(OC)c3)cc2c1	1	9	-2%	15%	200%[activator]	-10	4%	0	4%	-5%
O=C1C=C(c2ccc(-c3ccccc3)cc2)C[C@@H](c2ccc3c(c2)OCO3)C1	.	3	.	14%	0%	.	.	.	3%	.
O=C(Cc1ccc(Cl)cc1Cl)NCc1cccnc1	-1	1	29%	10%	-1%[11.5 µM]	1	-4%	1	-2%	12%
O=[N+]([O-])c1ccc(-c2ccc(/C=N/c3c(-c4ccco4)nc4ccccn34)o2)cc1	-2	1	-1%	-3%	168%[activator]	6	?	-12	-4%	0%
CCN(CC)S(=O)(=O)c1ccc(C(=O)Nc2ncn(Cc3ccccc3)n2)cc1	27	2	6%	11%	0%	-1	-4%	2	2%	-2%
COc1ccccc1NC(=O)CSc1ncn(-c2ccccc2)n1	5	3	9%	-6%	0%	-2	-2%	-13	8%	0%
Fc1ccc(-c2cc(C(F)(F)F)nc(N3CCCCC3)n2)cc1	3	6	-5%	-13%	38%	0	-13%	0	-4%	0%
COc1cc(OC)cc(C(=O)NNC(=O)C2CCCC2)c1	-4	2	2%	?	1%	14	-7%	0	1%	5%
O=C(Nc1nnc(S(=O)(=O)N2CCOCC2)s1)c1ccccc1Cl	5	1	.	24%	5%	4	-4%	-4	18%	.
Cc1ccc2sc(C)cc(=O)c2c1	-7	.	.	16%	2%	7	.	.	.	.
O=C(O)/C(=C\c1ccccc1)c1ccccc1	-17	-3	4%	-6%	-1%	-3	4%	0	-2%	13%
COc1cc(OC)c(OC)cc1/C=C1\CCC/C(=C\c2cc(OC)c(OC)cc2OC)C1=O	-8	9	?	-50%[inhibitor]	-23%	1	12%	0	-2%	-5%
CCOC(=O)C1=NS(=O)(=O)NC(C)=C1	-2	.	.	17%	24%	0	.	.	-10%	.
CC(O)CNc1ccc(-c2n[nH]c(=O)c3ccccc23)cc1[N+](=O)[O-] (configuration not stated)	1	1	1%	11%	-10%	-7	?	3	-3%	9%
COc1cccc(-n2c(SCc3cc(=O)oc4cc(O)c(O)cc34)nc3ccccc3c2=O)c1	-8	0	-1%	-16%	-2%	-1	16%	7	-6%	-1%
CC(NC(=O)CCc1ccccc1)c1ccc2c(c1)OCO2 (configuration not stated)	-142*	-2	-1%	15%	4%	-2	-5%	-2	-15%	4%
C=CCn1c(SCC(=O)N(CCOC)c2c(N)n(CC(C)C)c(=O)[nH]c2=O)nc2ccccc21	-8	-1	.	1%	2%	7	.	.	3%	.
N#Cc1ccc(-c2ccc(OCC(O)Cn3nnc4ccccc43)cc2)cc1 (configuration not stated)	0	9	2%	-42%	-15%	-5	13%	-2	4%	2%
CC(Sc1nnc(C2CC2)n1C1CC1)C(=O)N(C)C1(C#N)CCCCC1 (configuration not stated)	19	3	.	3%	1%	20	.	.	3%	.
O=C(NCc1ccccc1Cl)c1csc2c1CCCCC2	-9	?	2%	8%	-1%	-4	-1%	1	-3%	-3%
c1ccc(CSc2ncnc3c2oc2ccccc23)cc1	3	.	.	-19%	-13%	9	.	.	.	.
O=C(CN1C(=O)C(=O)N(Cc2ccco2)C1=O)Nc1ccc(F)c(F)c1F	-15	.	.	0%	-3%	-2	.	.	3%	.
COc1ccc(-n2c(CN3CCN(c4ccccc4OC)CC3)nc3ccc([N+](=O)[O-])cc3c2=O)c(OC)c1	6	0	12%	-1%	-6%	15	?	-3	0%	1%
Cc1ccc(NC(=O)C2CCN(S(C)(=O)=O)CC2)cc1Cl	-5	27	-11%	23%	-2%	-28	-1%	0	5%	1%
COc1ccc(C(=O)NCCc2nnc3ccc(SCC(=O)Nc4cc(C)on4)nn23)cc1	-7	-2	-10%	-1%	2%	-5	4%	-7	-4%	-1%
CC(=O)c1c(C)nn(-c2ccccc2)c1C	-8	2	3%	-9%	1%	10	.	2	1%	0%
O=C(CSC(=S)N1CCOCC1)c1cc(Br)cc(Br)c1O	-4	0	1%	-18%	7%	-8	17%	-1	-3%	-6%
Cc1ccc(N)c(C(O)(C(F)(F)F)C(F)(F)F)c1	-3	0	21%	-12%	1%	3	-1%	-9	-3%	1%
CCOc1ccc(NC(=O)c2ccc(Cn3nc(C)cc3C)o2)cc1	0	5	7%	-21%	-2%	8	-4%	0	10%	-4%
COc1ccc2c(-c3ccccc3)cc(N3CCOCC3)nc2c1	-1	-1	1%	-36%	98%[activator]	-17	3%	-13	3%	0%
O=C(Nc1ccccc1)N(CCc1nc2ccccc2[nH]1)C1CCCC1	9	13	-26%	9%	-2%	1	-6%	0	8%	-2%
COc1ccc(N/C=C/C(=C(C#N)C#N)N(C)C)cc1	-7	-3	3%	-15%	3%	16	-10%	0	6%	2%
O=C(Nc1cccc(C(=O)O)c1)/C(=C\c1ccccc1)NC(=O)c1cccc2ccccc12	.	-2	-8%	0%	-2%	12	5%	17	1%[11.5 µM]	2%
